Assay outcomes as filed in PubChem.
ABCB1 block = blocks JC-1 efflux by human ABCB1 transporter; P08183; CCRF-Adr cells, flow cytometry; inhibition, % at 6.6 µM; 190,000 tested, 0.067% active; in the data active = inhibition above about 40%;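 note: 0% = vehicle and 100% = reference inhibitor; higher value means more JC-1 retained so stronger ABCB1 efflux block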
Bcl-W Bim block = human Bim-Bcl-W interaction inhibition. bead-based flow cytometry, Bim peptide-Bcl-W binding. inhibition, % at 10 µM. 190,000 tested, 0.02% active;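 note: 0% = bound tracer without compound and 100% = peptide blocker; higher means less fluorescent Bim peptide bound to Bcl-W beads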
Target sequence (Q92843 whole entry, looked up): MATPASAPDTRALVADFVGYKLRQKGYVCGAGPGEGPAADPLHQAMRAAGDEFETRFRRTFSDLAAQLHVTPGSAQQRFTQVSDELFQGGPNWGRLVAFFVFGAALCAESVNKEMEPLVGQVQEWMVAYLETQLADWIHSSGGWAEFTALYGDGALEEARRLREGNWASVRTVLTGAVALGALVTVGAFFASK
Bim-Bcl-XL = human Bim-Bcl-XL interaction inhibition | inhibition, % at 10 µM | Bim peptide-Bcl-XL binding, bead flow cytometry, fluorescence | 190,000 tested, 0.04% active | Q07817
GSH bead fluor = GSH bead compound fluorescence profile; GSH beads flow cytometry, compound fluorescence 488/530 nm; active compounds read high; fluorescence (KMESF) at 10 µM; 190,000 tested, 0.25% active; AID 1776; in the data active = fluorescence above about 89;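 note: glutathione beads carrying GST-tagged Bcl family fusion proteins plus one bare bead set; values are compound well signal with DMSO vehicle wells as background; inactives centre near 16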
RGS8-Gao = modulates binding of RGS8 to human Galphao | P09471 | multiplexed bead flow cytometry; actives lie on both sides | response (percent of control binding), % at 10 µM | 220,000 tested, 0.34% active; in the data active = response below about 60% or above about 140%; inactive = in between;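 note: Galphao activated as the GDP aluminium fluoride complex binding bead-coupled RGS8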
Target sequence (P09471 whole entry, looked up): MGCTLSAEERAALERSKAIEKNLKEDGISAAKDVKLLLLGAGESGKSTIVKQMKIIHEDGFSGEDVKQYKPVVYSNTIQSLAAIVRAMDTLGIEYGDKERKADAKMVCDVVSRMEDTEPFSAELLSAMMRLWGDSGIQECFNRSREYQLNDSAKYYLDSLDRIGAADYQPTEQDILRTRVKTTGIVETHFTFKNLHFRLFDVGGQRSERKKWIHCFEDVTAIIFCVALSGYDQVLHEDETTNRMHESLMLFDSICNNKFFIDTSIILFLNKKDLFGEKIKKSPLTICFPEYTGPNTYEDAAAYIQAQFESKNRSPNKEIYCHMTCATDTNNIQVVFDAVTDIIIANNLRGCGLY
RGS7-Gao = regulators of human RGS7-Galphao interaction | P09471 | Multiplexed bead flow cytometry, RGS7-Galphao binding; actives lie on both sides | binding response (% of control), % at 10 µM | 220,000 tested, 0.35% active; in the data active = binding response below about 49% or above about 150%; inconclusive = no clear call, values can overlap the other calls; inactive = in between;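 note: fluorescent Galphao held in activated GDP-AlF4 state binding bead-coupled RGS7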
RGS4-Gao reg = modulates binding of RGS4 to human Galphao; P09471; Multiplexed bead flow cytometry; actives lie on both sides; binding response (% of control), % at 10 µM; 220,000 tested, 0.33% active; AID 1415; in the data active = binding response below about 49% or above about 150%; inactive = in between;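 note: fluorescent Galphao activated with aluminum fluoride binding bead-coupled RGS4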
Bim-Bfl-1 = inhibitors of Bim-Bfl-1 interaction, human; Q16548; Bead-based flow cytometry, Bim-Bfl-1 binding inhibition; inhibition, % at 10 µM; 190,000 tested, 0.12% active; AID 1008;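 note: 0% = wells without compound plus tracer and 100% = blocker peptide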
ABCG2 inh = inhibitors of human ABCG2 transporter, ABCB1 counter-screen | Q9UNQ0 | IgMXP3 cells, JC-1 efflux, flow cytometry | inhibition, % at 6.6 µM | 190,000 tested, 0.1% active | AID 1325;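 active = inhibition above 80%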;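 note: 0% = DMSO and 100% = nicardipine control wells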
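Incubation: cells with compound and JC-1, 10 min at 25 °C, rotating, no wash / Test system: IgMXP3 (ABCG2) plus far-red-tagged CCRF-Adr (ABCB1) cells / Compound dosing: one concentration, 6.6 µM final / Also added: JC-1 fluorescent substrate / Evaluation: efflux inhibition in percent versus controls / Detection: flow cytometry, 530 nm JC-1 signal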
Bim-Bcl-B = inhibitors of Bim-Bcl-B interaction, human; bead-based flow cytometry, Bim peptide-Bcl-B binding; inhibition, % at 10 µM; 190,000 tested, 0.073% active; Q9HD36; AID 951;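 note: 0% = tracer peptide without compound and 100% = reference inhibitor peptide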
Target sequence (Q9HD36 whole entry, looked up): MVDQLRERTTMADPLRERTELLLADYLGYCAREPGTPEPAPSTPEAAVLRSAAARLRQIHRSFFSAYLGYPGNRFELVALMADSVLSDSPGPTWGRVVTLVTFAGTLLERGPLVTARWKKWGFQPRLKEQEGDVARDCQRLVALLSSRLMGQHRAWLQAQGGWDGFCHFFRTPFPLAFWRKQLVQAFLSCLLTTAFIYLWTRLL
Bim-Bcl-2 = human Bim-Bcl-2 interaction inhibition. P10415. Bead-based flow cytometry, Bim peptide-Bcl-2 binding. inhibition, % at 10 µM. 190,000 tested, 0.06% active; in the data active = inhibition above about 40%; inconclusive = no clear call, values can overlap the other calls;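 note: 0% = no compound wells with probe peptide and 100% = reference peptide inhibitor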
Target sequence (P10415 whole entry, looked up): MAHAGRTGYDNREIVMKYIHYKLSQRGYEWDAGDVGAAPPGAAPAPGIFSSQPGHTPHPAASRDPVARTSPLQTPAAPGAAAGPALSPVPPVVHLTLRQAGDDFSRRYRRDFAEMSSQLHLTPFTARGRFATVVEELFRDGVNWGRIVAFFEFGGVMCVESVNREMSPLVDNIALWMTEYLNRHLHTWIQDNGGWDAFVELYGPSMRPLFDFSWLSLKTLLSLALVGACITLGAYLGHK
* = called active by the depositor; ? = inconclusive; / = no result given. Cut-off read from the data, not from the text of the source, unless noted: active = inhibition above about 40%. Random draw from the library. About 1.1% of those tested had a hit in this group.

SMILES	ABCB1 block	Bcl-W Bim block	Bim-Bcl-XL	GSH bead fluor	RGS8-Gao	RGS7-Gao	RGS4-Gao reg	Bim-Bfl-1	ABCG2 inh	Bim-Bcl-B	Bim-Bcl-2
Cc1cc2n(c(=O)c1C#N)CCCN2c1ccccc1	0.8	1	-1	15	104	102	106	13	1	2	-9
C[N+]1(CCC(=O)c2ccccc2)CCCCC1	0.2	1	-3	24	99	100	98	2	4	-4	-1
CC(C)CC(c1nnnn1Cc1ccccc1)N1CCC(C(N)=O)CC1 (configuration not stated)	1.1	-4	-5	21	102	102	102	0	7	-6	1
COc1ccc(C(=O)NC(C)c2nnc(SCc3ccc(Cl)c(Cl)c3)n2C)cc1 (configuration not stated)	20	0	-2	29	110	98	105	-5	51	-4	-2
CC(C)OC(=O)CCC/C=C\C[C@@H]1[C@@H](CC[C@@H](O)CCc2ccccc2)[C@H](O)C[C@@H]1O	/	0	1	68	98	99	103	1	/	-4	-1
COc1ccc(OC)c(NC(=O)N2CCCC(C(=O)c3ccccc3OC)C2)c1 (configuration not stated)	1.2	-1	-2	12	104	102	100	-6	13	-4	-4
Cc1ccsc1/C=C/C(=O)O	0.4	0	-1	13	97	?	98	-6	6	-4	-3
CCCC1(C(=O)OCC)NC(c2ccc(N(C)C)cc2)C2C(=O)N(c3ccc4c(c3)OCCO4)C(=O)C21 (configuration not stated)	1.4	-1	-2	31	95	93	93	0	3	-2	3
CCOc1cc(CNc2ccc(S(N)(=O)=O)cc2)ccc1OCC(=O)NC(C)(C)C	1.2	-1	-4	13	103	103	101	-11	6	-6	-7
O=C(CSc1nc2ccccc2o1)Nc1ccc(N2CCOCC2)cc1	0.6	-1	-7	31	104	101	100	-15	3	-7	-7
CCNc1ccc(C(=O)O)cc1N	2.5	0	0	22	93	96	96	1	15	0	4
COCCN=C1NN=C(c2ccc(C)c([N+](=O)[O-])c2)CS1	0.2	0	-3	12	105	101	105	-2	1	-3	-3
CC1CCC(NC(=O)CC(C)(C)Cc2nc3ccccc3c(=O)[nH]2)CC1 (configuration not stated)	1.0	0	0	35	96	100	97	4	7	0	3
O=C(NCCC1=CCCCC1)C1CCN(Cc2cnn(-c3ccccc3)c2-n2cccc2)CC1	1.2	1	-6	19	105	98	104	-10	1	-5	-5
CN(C)c1ccc(C(=O)c2ccccc2C(=O)O)c(O)c1	0.6	3	3	14	98	98	102	2	2	7	0
CCCCNC(=O)NS(=O)(=O)c1ccc(NS(=O)(=O)c2ccccc2)cc1	0.1	0	-1	19	101	98	102	-1	1	-1	-2
Cn1cc(P(=O)(N2CCOCC2)N2CCOCC2)cc1P(=S)(N1CCOCC1)N1CCOCC1	0.0	-3	-7	13	95	?	98	5	1	-49	-6
O=C(NCc1cccnc1)c1ccc(S(=O)(=O)N2CCCCCC2)cc1	0.0	-4	-4	11	97	100	95	-3	0	0	-1
O=C(N/N=C/c1ccc2c(c1)OCO2)c1sc2cccc(Cl)c2c1Cl	-0.8	0	-6	43	103	105	106	-14	-2	-8	-12
CCCCSc1nc(O)c(C2OC(=O)c3c2ccc(OC)c3OC)c(=O)n1C (configuration not stated)	0.7	0	-6	35	94	97	87	-19	9	-10	-8
CC(C)(Oc1ccc(Cl)cc1)C(=O)NCc1ccco1	0.6	-4	-4	26	96	95	97	1	13	0	-4
Cc1cc(Cl)ccc1OCCCC(=O)N1CCOCC1	0.4	-3	-2	23	97	101	99	-5	3	-4	-5
COc1cccc(N(C(=O)Cn2nnc(-c3cccs3)n2)C(C(=O)NC2CCCCC2)c2ccncc2)c1 (configuration not stated)	1.1	-2	-2	52	101	94	90	-7	4	-1	1
CN(C)/C=C/C(=O)c1cnc(-c2ccc(Cl)cc2)s1	-0.7	-3	-5	10	7.8*	2.5*	3.1*	-11	-1	-7	-8
CCOC(=O)c1[nH]c2ccccc2c1NC(=O)c1ccc(S(=O)(=O)N2CCCCC2)cc1	1.1	0	-1	16	102	102	101	0	8	-1	2

In the list so far, these have a thiophene ring, fused or not:
SMILES	ABCB1 block	Bcl-W Bim block	Bim-Bcl-XL	GSH bead fluor	RGS8-Gao	RGS7-Gao	RGS4-Gao reg	Bim-Bfl-1	ABCG2 inh	Bim-Bcl-B	Bim-Bcl-2
Cc1ccsc1/C=C/C(=O)O	0.4	0	-1	13	97	?	98	-6	6	-4	-3
O=C(N/N=C/c1ccc2c(c1)OCO2)c1sc2cccc(Cl)c2c1Cl	-0.8	0	-6	43	103	105	106	-14	-2	-8	-12
COc1cccc(N(C(=O)Cn2nnc(-c3cccs3)n2)C(C(=O)NC2CCCCC2)c2ccncc2)c1 (configuration not stated)	1.1	-2	-2	52	101	94	90	-7	4	-1	1

Continued:
SMILES	ABCB1 block	Bcl-W Bim block	Bim-Bcl-XL	GSH bead fluor	RGS8-Gao	RGS7-Gao	RGS4-Gao reg	Bim-Bfl-1	ABCG2 inh	Bim-Bcl-B	Bim-Bcl-2
S=C(NN=C1CCCCCC1)Nc1ccc(Cl)cc1	0.9	-2	-5	24	94	96	93	-8	8	-15	-11
Cc1cccc(OCCCn2c(=O)sc3ccccc32)c1	0.4	-1	-3	13	101	100	98	0	3	-3	0
CCOC(=O)c1cnc(SCC(=O)Nc2cc(C(F)(F)F)ccc2N2CCOCC2)nc1N	1.4	-2	-7	43	97	93	95	-6	3	-6	-5
CC(=O)c1ccc(NC(=O)C2CCC(C)NC2=O)cc1 (configuration not stated)	0.0	5	-1	4	100	98	98	-13	0	-5	-6
CCOC(=O)Cn1cc(C#N)c2ccccc21	0.2	1	-1	25	102	99	98	-4	1	-6	-2
CCOC(=O)c1c(C)n(C)c2ccc(OC(=O)c3ccc([N+](=O)[O-])cc3)cc12	1.4	-2	-5	16	105	100	100	-10	11	-2	-17
CC1(C(=O)NC2CCCCC2)CCC(=O)N1Cc1cccs1 (configuration not stated)	0.3	-6	-11	14	102	103	103	-10	2	-9	-7
CCCCC(=O)NC(=S)Nc1cccc(Cl)c1N1CCCCC1	0.2	-5	-3	12	101	101	100	1	1	-4	-2
COc1ccc(-c2nn(C)c(=O)c3ccccc23)cc1NS(C)(=O)=O	1.3	-2	0	31	99	99	101	0	48	-5	0
CC(C)OC(=O)C1C(=O)CC(C)(O)C(C(=O)OC(C)C)C1c1cccc(O)c1 (configuration not stated)	0.8	5	-3	43	102	102	102	-6	2	-3	-5
N#Cc1cc2c(nc1SCC(=O)N1CCCCC1)CCCC2	0.3	-4	0	32	93	95	97	-2	0	-2	-4
CCNC(=S)N1CCC(NC(=O)C2CCCCC2)CC1	-0.1	-3	-2	10	100	96	97	0	1	0	1
CCC(C)NC(=O)CCNS(=O)(=O)c1ccc(Br)cc1 (configuration not stated)	0.3	3	-14	62	101	104	103	-9	1	-6	-7
O=C(CSc1nc2ccccc2c(=O)n1-c1ccc(F)c(Cl)c1)Nc1cccc(S(=O)(=O)N2CCOCC2)c1	1.9	-1	0	12	100	95	98	0	4	-1	1
COc1ccc2cc(S(=O)(=O)N3CCCCCC3)ccc2c1	0.3	-2	-4	11	96	96	98	-6	16	-2	-4
COc1ccc(C(=O)/C=C/c2ccccc2)c(OC)c1	0.5	-5	-2	20	101	96	98	-8	7	-6	-6
O=C(Cn1ncc2c(=O)oc3ccccc3c21)N(Cc1ccco1)C1CCCCC1	0.3	-7	-10	16	97	99	98	-5	3	-12	-5
O=C1c2cccc3cccc(c23)C(=O)N1CC1CCN(CC(O)COCc2ccc3c(c2)OCO3)CC1 (configuration not stated)	0.6	-4	0	11	105	104	105	-1	4	-5	-3
O=C(NC(=S)N(CCc1ccccc1)CCc1ccccc1)c1ccco1	0.4	-6	-3	11	96	94	92	-1	5	-3	0
CN(C)c1nc(OCCNC(=O)COc2ccc(Cl)cc2Cl)nc(N2CCOCC2)n1	5.6	0	-3	36	84	93	90	0	1	-1	-3
CC(C)NC(=O)NC(=O)CN1C(=O)NC(Cc2c[nH]c3ccccc23)C1=O (configuration not stated)	0.6	-2	-2	10	104	105	104	6	1	1	6
Cc1ccc(C(=O)CSc2nnc(CNc3ccc(C)cc3C)o2)cc1	0.2	0	-3	33	104	108	105	-2	2	0	-3
COc1ccc(/C=N/n2cncn2)cc1COc1ccc(NC(C)=O)cc1	0.5	-2	-3	30	101	96	100	-15	1	-5	-9
CCN1CCCC1CNC(=O)C1c2ccccc2C(=O)N(CCOC)C1c1ccc(F)cc1 (configuration not stated)	-0.8	-4	-9	25	101	99	102	-14	-6	-2	-11
COc1ccc(CN(C)C(=O)COC(=O)c2ccc3c(c2)OCO3)cc1OC	0.6	1	3	36	100	105	101	-11	2	-6	-4
Following part.
SMILES	ABCB1 block	Bcl-W Bim block	Bim-Bcl-XL	GSH bead fluor	RGS8-Gao	RGS7-Gao	RGS4-Gao reg	Bim-Bfl-1	ABCG2 inh	Bim-Bcl-B	Bim-Bcl-2
CCN(CC)C(=O)CSc1nnc(-c2ccccc2)n1N	0.7	0	-3	42	98	95	97	-11	3	-3	-5
NC[C@@H]1O[C@H](O[C@H]2[C@@H](O)[C@H](O[C@@H]3[C@@H](O)[C@H](N)C[C@H](N)[C@H]3O[C@H]3O[C@H](CO)[C@@H](O)[C@H](O)[C@H]3N)O[C@@H]2CO)[C@H](N)[C@@H](O)[C@@H]1O	/	-2	-2	71	98	98	98	-1	-2	-3	0
O=C(CCNc1cc(Cl)cc(Cl)c1)c1cccs1	0.5	21	13	16	103	102	102	-11	12	1	-17
CCOc1cccc(C2c3c(oc4ccccc4c3=O)C(=O)N2c2ccccn2)c1 (configuration not stated)	2.2	-1	-3	16	107	101	103	0	8	0	1
COc1ccc(CNc2ccccc2)cc1Br	-0.1	-3	-7	22	104	105	106	18	0	-17	0
C#CCOCCOCCOCCNc1nc(N2CCN(C(=O)[C@H]([C@@H](C)CC)n3cc([C@@H](N)CO)nn3)CC2)nc(N2CCN(C(=O)[C@H](Cc3ccc(O)cc3)n3cc([C@@H](N)C(C)CC)nn3)CC2)n1 (some centres not stated)	0.3	1	1	20	102	95	98	-6	0	-6	-1
O=C(c1ccccc1F)N(Cc1ccc2c(c1)OCO2)Cc1cc2cc3c(cc2n2nnnc12)OCO3	6.9	-2	-4	10	100	100	97	-1	6	-1	0
Cc1ccc(NC(=S)N(CCN(C)C)Cc2cc3cc(C)cc(C)c3[nH]c2=O)cc1	0.1	13	16	13	97	100	102	20	1	10	11
N=C1C(=O)OCC1c1ccccc1NC(=O)c1ccc(F)cc1 (configuration not stated)	1.1	-3	-3	9	107	103	110	-16	3	-8	-12
Cc1cc(C)c(S(=O)(=O)N2CCN(CCN3C(=O)c4cccc5cccc(c45)C3=O)CC2)cc1[N+](=O)[O-]	0.7	0	-7	26	71	94	76	-2	16	-4	-6
Cc1cc(OCC(C)C)ccc1/C(O)=C1/C(=O)C(=O)N(Cc2cccnc2)C1c1ccncc1 (configuration not stated)	0.5	-5	-9	36	102	103	106	-2	1	-8	0
O=C(Nc1ccc(F)cc1F)NC1CCN(S(=O)(=O)c2ccc(F)cc2)CC1	-0.4	3	2	22	98	100	100	0	1	-6	0
CC1Oc2ccccc2N(CC(=O)c2cccc(Cl)c2)C1=O (configuration not stated)	2.2	0	-3	20	98	100	99	-15	26	-6	-8
Cc1nn2c(N3CCN(c4ccccn4)CC3)cc(C(C)C)nc2c1-c1ccccc1	1.7	2	0	53	105	102	108	-10	7	-6	-10
